Screening results as filed in PubChem.
RAD54 branch = blocks human RAD54 Holliday junction branch migration; Q92698; 360,000 compounds, 0.14% hits; FAM/BHQ fluorescence; inhibition, % at 10.4 µM; AID 602329;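 active = mean normalized replicate activity at least 40 and at least half of replicates scoring 40 or more; inconclusive = only one of the two criteria met; inactive = mean below 40 and under half of replicates reaching 40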;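 also: 0% = median of neutral control wells and 100% = median of positive control wells; inhibitors cause a drop in the FAM fluorescence signal; in these data hits start at about 50%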
E-sel inducer = E-selectin induction on HUVECs. 260,000 compounds, 0.37% hits. activation, % at 7.58 µM. HUVEC E-selectin immunofluorescence imaging; normalized: neutral wells 0, TNF-alpha wells 100;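 active = mean E-selectin-positive cell signal at least 10% of the positive control, reached in at least 60% of replicates, without over 20% cell loss; inconclusive = no rule given, readout overlaps actives, possibly toxicity-flagged; inactive = the rest, including those meeting only one limit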;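 also: in these data hits start at about 27%; measured in HUVEC primary endothelial cells; signal is the percent of cells scored E-selectin positive by PE staining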
Target sequence (P16581 whole entry, looked up): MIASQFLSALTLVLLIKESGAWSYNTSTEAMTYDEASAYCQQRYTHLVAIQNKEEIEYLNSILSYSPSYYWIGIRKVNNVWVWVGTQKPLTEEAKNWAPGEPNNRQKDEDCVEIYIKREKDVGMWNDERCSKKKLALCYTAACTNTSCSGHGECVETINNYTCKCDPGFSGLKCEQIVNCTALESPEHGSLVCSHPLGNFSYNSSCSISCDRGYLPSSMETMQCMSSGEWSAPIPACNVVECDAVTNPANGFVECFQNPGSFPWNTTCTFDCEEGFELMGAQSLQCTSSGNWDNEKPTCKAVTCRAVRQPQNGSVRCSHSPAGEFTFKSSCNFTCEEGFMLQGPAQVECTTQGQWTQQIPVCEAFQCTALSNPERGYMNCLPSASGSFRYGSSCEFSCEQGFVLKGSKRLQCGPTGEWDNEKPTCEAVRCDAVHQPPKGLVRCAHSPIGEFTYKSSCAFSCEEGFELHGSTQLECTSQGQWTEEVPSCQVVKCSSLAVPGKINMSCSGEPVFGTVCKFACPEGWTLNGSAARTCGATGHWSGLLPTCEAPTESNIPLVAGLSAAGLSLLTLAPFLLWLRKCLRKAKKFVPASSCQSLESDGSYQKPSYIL
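Material: HUVEC primary endothelial cells; Amount: 3,000 cells per well; Dosing: single concentration; Medium: EGM-2 growth medium on 0.1% gelatin-coated wells; Read-out basis: percent E-selectin-positive cells; Signal: immunofluorescence imaging; Control set: TNF-alpha, DMSO.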
PglD inh = PglD (C. jejuni) enzyme inhibition; AID 602405; purified PglD enzyme, DTNB colorimetric CoA detection; inhibition, % at 12.5 µM; 360,000 compounds, 0.098% hits; in the data active = inhibition above about 16%, passing the limit was not always enough; inconclusive = no clear call, values can overlap the other calls; also: strong numbers were not always called active
esBAF inh = inhibitors of esBAF chromatin remodeling in mouse ES cells. Bmi1-luciferase knock-in reporter, 24 h; 100% = twice the neutral-well signal. reporter increase, % at 12.5 µM. 350,000 compounds, 2% hits; in the data active = activation above about 40%; inconclusive = no clear call, values can overlap the other calls;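 also: 0% = median of the plate's neutral control wells and 100% = double that signal; a rise in the Bmi1 reporter signal indicates esBAF inhibition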
Casp6 inh = blocks human caspase-6 cleavage activity | 350,000 compounds, 0.53% hits | P55212 | purified caspase-6, Z-VEID-R110 cleavage fluorescence | inhibition, % at 12.5 µM;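 active = mean inhibition across replicates at least about 35%, with every replicate also reaching that limit, limit read from the data; inconclusive = only one of the two criteria met; inactive = neither criterion met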;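 also: 0% = median of neutral control wells and 100% = no fluorescence left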
RAD52 anneal inh = inhibitors of human RAD52 DNA annealing; P43351; recombinant RAD52 DNA annealing, FRET fluorescence; inhibition, % at 18.7 µM; 360,000 compounds, 0.46% hits; AID 651710;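 active = every replicate showing at least 50% inhibition; inconclusive = mean inhibition at least 50% but not in every replicate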
Target sequence (P43351 whole entry, looked up): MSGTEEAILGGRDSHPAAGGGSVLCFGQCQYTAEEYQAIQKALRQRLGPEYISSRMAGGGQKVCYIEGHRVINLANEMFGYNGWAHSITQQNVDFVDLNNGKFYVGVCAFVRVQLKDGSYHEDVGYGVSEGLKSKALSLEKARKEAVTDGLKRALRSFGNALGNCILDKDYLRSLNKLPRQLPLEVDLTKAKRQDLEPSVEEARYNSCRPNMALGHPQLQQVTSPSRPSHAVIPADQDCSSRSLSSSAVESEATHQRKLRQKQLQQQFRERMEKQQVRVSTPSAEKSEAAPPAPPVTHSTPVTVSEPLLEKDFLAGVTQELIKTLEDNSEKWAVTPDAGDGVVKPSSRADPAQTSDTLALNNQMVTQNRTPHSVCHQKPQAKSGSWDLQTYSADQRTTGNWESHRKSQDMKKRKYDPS
ARNT TACC3 PPI = ARNT/TACC3 interaction disruption | inhibition, % at 9.99 µM | AID 623870 | 390,000 compounds, 0.66% hits | AlphaScreen His-ARNT PAS-B/GST-TACC3 binding, luminescence; TACC3 fragment carries E629A point mutation | Q9Y6A5;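 active = mean inhibition of replicates at least 50% and at least half of replicates each reaching 50%; inconclusive = half or more replicates reach 50% but mean below 50%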;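 also: 0% = complete ARNT plus TACC3 wells and 100% = ARNT alone without TACC3; many hits fall short of the cut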
ERp5 inh = blocks human ERp5 reductase activity on insulin; Q15084; ERp5 insulin aggregation, absorbance 650 nm, 90 min; inhibition, % at 9.99 µM; 350,000 compounds, 0.05% hits;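 active = mean replicate inhibition above about 25%, with every replicate also reaching it, limit read from the data, passing the limit was not always enough; inconclusive = only one of those two criteria met; inactive = neither criterion met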
* = called active by the depositor; ? = inconclusive; · = no result given.

[1] CSCCC(NC(=O)COc1cccc2ccccc12)C(=O)O (centres undefined)
[2] COc1c(Br)cc(/C=N/n2c(-c3ccccc3)n[nH]c2=S)c(O)c1Br
[3] COc1ccccc1/C=C/C(=O)OCC(=O)c1c[nH]c2ccccc12
[4] O=C(c1ccncc1)N1C[C@@H]2[C@H](c3ccccc31)[C@@H](CO)N2C(=O)c1ccccc1F
[5] CCOc1ccccc1OCC(=O)Nc1nnc(COC)s1
[6] COc1cccc(CNC(=O)CCCc2cn(C)c3ccccc23)c1
screen / no.	1	2	3	4	5	6
RAD54 branch	·	1	3	-1	4	12
E-sel inducer	·	·	1.3	0.0	·	·
PglD inh	-4	2	2	1	4	-1
esBAF inh	-1	-7	7	-1	-5	2
Casp6 inh	2	5	-3	1	·	-2
RAD52 anneal inh	-8	-31	-20	2	·	-12
ARNT TACC3 PPI	-9	-8	·	-9	-2	3
ERp5 inh	2	-1	-2	1	·	-6

[7] CCCCn1nnnc1C(c1ccccc1)N1CCN(c2ccc(C(F)(F)F)cc2[N+](=O)[O-])CC1 (centres undefined)
[8] CC(C)C(=O)N[C@H]1CCC2C3CC=C4C[C@@H](O)CC[C@]4(C)C3CC[C@@]21C (some centres undefined)
[9] CCOc1ccc(N/C(=N/c2nc(C)cc(C)n2)NC(=O)CC)cc1
[10] O=S(=O)(c1ccccc1)N1CCN(C(=S)Nc2ccccc2Cl)CC1
[11] CCCCN(C)CCNC(=O)c1nn(-c2ccc(OC)cc2)c(=O)c2c1c1ccccc1n2C
[12] CSc1nnc(-c2cccs2)n1C
screen / no.	7	8	9	10	11	12
RAD54 branch	·	3	·	3	10	·
E-sel inducer	-0.1	-0.4	-0.2	1.0	0.0	·
PglD inh	·	1	·	3	-8	·
esBAF inh	·	-7	·	5	0	-5
Casp6 inh	-1	-2	-1	0	-4	1
RAD52 anneal inh	0	-2	-6	-3	-12	-10
ARNT TACC3 PPI	·	-1	0	-9	-4	-10
ERp5 inh	-3	-9	-1	1	4	0

[13] CSc1nsc(SCC(=O)Nc2nc3ccc(C)cc3s2)n1
[14] CN1[C@H](C(=O)NC2CCC2)[C@@H](CO)[C@@H]2Cn3c(ccc(/C=C/c4ccccc4)c3=O)[C@@H]21
[15] Cc1cccnc1Nc1ncnc(N)c1[N+](=O)[O-]
[16] COc1ccc(S(=O)(=O)Nc2ccc3c(c2)C(=O)N([C@H](C)CO)C[C@H](C)[C@@H](CN(C)S(=O)(=O)c2c(C)noc2C)OCCCC[C@@H](C)O3)cc1
[17] COc1ccc(CCN2C(=O)CSC2=S)cc1OC
[18] CC(C)CC#Cc1ccc([C@@H]2[C@H](CO)N3C(=O)CN(C(=O)c4cccc(F)c4)C[C@@H]23)cc1
screen / no.	13	14	15	16	17	18
RAD54 branch	·	-2	·	-3	13	·
E-sel inducer	-0.2	-0.1	3.7	·	-0.1	0.4
PglD inh	·	1	·	-6	3	·
esBAF inh	·	4	·	2	-2	·
Casp6 inh	-3	6	-3	-1	·	0
RAD52 anneal inh	-5	-13	-15	-16	-9	16
ARNT TACC3 PPI	·	-7	-3	2	-17	·
ERp5 inh	3	4	2	9	0	-5

Some of the entries above, reformatted:
Every second line gives: RAD54 branch | E-sel inducer | PglD inh | esBAF inh | Casp6 inh | RAD52 anneal inh | ARNT TACC3 PPI | ERp5 inh
#16 COc1ccc(S(=O)(=O)Nc2ccc3c(c2)C(=O)N([C@H](C)CO)C[C@H](C)[C@@H](CN(C)S(=O)(=O)c2c(C)noc2C)OCCCC[C@@H](C)O3)cc1
  -3 | · | -6 | 2 | -1 | -16 | 2 | 9
#17 COc1ccc(CCN2C(=O)CSC2=S)cc1OC
  13 | -0.1 | 3 | -2 | · | -9 | -17 | 0
#18 CC(C)CC#Cc1ccc([C@@H]2[C@H](CO)N3C(=O)CN(C(=O)c4cccc(F)c4)C[C@@H]23)cc1
  · | 0.4 | · | · | 0 | 16 | · | -5

Later entries:
[19] N#CCCN(C(=O)COC(=O)CCc1c[nH]c2ccccc12)c1ccccc1
[20] O=C1NC(=O)/C(=C/c2cccc3ccccc23)S1
[21] CCOC(=O)c1cc2c(c(-c3cccc(-c4cc5ccccc5o4)c3)n1)[C@@H](CCO)N(S(=O)C(C)(C)C)C2 (some centres undefined)
[22] C[C@H]1CN([C@@H](C)CO)C(=O)c2cccc(NS(=O)(=O)c3ccc(Cl)cc3)c2O[C@@H]1CN(C)Cc1ccccc1
[23] Cc1nn(C(=O)Cn2cc([N+](=O)[O-])cn2)c(C)c1Cl
[24] O=C(CCCOc1ccccc1)N1CCN(S(=O)(=O)c2ccccc2)CC1
screen / no.	19	20	21	22	23	24
RAD54 branch	·	-4	0	1	-2	-7
E-sel inducer	1.0	0.0	-1.5	0.0	1.9	·
PglD inh	·	-4	-4	2	-4	3
esBAF inh	-5	-4	6	-3	·	12
Casp6 inh	-75	9	3	-2	-2	1
RAD52 anneal inh	0	-1	-58	8	1	-7
ARNT TACC3 PPI	4	23	·	-13	-11	2
ERp5 inh	0	3	-5	3	2	-10

[25] OCCNc1ncnc2c1c(-c1ccccc1)c(-c1ccccc1)n2Cc1ccco1
[26] Cc1cccc(N(C)C(=O)C2CCCN2S(=O)(=O)c2cccc3nsnc23)c1 (centres undefined)
[27] O=C(CN1C(=O)/C(=C/c2ccc(F)cc2)SC1=S)NC1C=CS(=O)(=O)C1 (centres undefined)
[28] COc1ccccc1N1CCN(CCCCN2C(=O)C3CCCCN3C2=O)CC1 (centres undefined)
[29] O=C(C(=O)N1CCN(C(=O)c2ccco2)CC1)c1ccccc1
[30] CN(C)c1ccc(-c2nnc(-c3ccc(S(=O)(=O)C(F)F)cc3)o2)cc1
screen / no.	25	26	27	28	29	30
RAD54 branch	0	-2	12	-14	·	-13
E-sel inducer	·	-0.3	·	·	-0.2	·
PglD inh	-8	1	5	-3	·	-9
esBAF inh	0	-4	4	-9	·	15
Casp6 inh	·	0	1	·	4	·
RAD52 anneal inh	·	8	-5	·	-3	·
ARNT TACC3 PPI	18	-3	-5	-7	·	-8
ERp5 inh	·	1	-8	·	-2	·

[31] C[C@@H]1CN([C@H](C)CO)C(=O)Cc2cc(NS(C)(=O)=O)ccc2O[C@@H]1CN(C)CC1CCCCC1
[32] CCC(CO)Nc1ncnc2c1cnn2-c1ccc(Cl)cc1 (centres undefined)
[33] CCn1cnc2c1c(=O)[nH]c(=O)n2Cc1ccccc1
[34] C[C@@H]1CN([C@@H](C)CO)C(=O)c2cc(NC(=O)CCCN(C)C)ccc2O[C@@H]1CN(C)S(=O)(=O)c1ccc(F)cc1
[35] O=C(NN=C1CCCCC1)c1ccccc1-n1cccc1
[36] Cc1cccc(N2CCN(C(=O)c3ccc4c(c3)OCCO4)CC2)c1C
screen / no.	31	32	33	34	35	36
RAD54 branch	-8	1	2	1	4	4
E-sel inducer	-0.2	0.9	·	?	·	-0.1
PglD inh	3	-6	6	-3	-1	1
esBAF inh	-6	-18	-1	0	4	-1
Casp6 inh	4	3	·	-1	-1	8
RAD52 anneal inh	5	-3	·	-9	-10	-13
ARNT TACC3 PPI	7	1	4	17	-12	14
ERp5 inh	3	-7	·	4	11	10

[37] COC(=O)C[C@H]1C[C@H]2c3cc(N(C)C)ccc3O[C@H]2[C@H](CO)O1
[38] Cc1cnc(NC(=O)Nc2ccc(Cl)cc2)s1
[39] COc1cc(/C=N/NC(=O)C(=O)/C=C2\NC(C)(C)Cc3ccccc32)ccc1O
[40] CC1=C(C)C(C)=C(C#N)C(=C(C#N)C#N)N1
[41] CCCCNC(=O)CSc1nc2ccccc2c(=O)n1C1CCCC1
[42] COc1ccc(C)cc1N(CC(=O)NCCSCc1ccco1)S(=O)(=O)c1ccc(C)cc1
screen / no.	37	38	39	40	41	42
RAD54 branch	6	4	·	-1	-4	11
E-sel inducer	0.0	·	0.6	0.3	·	-0.1
PglD inh	-2	1	·	-3	0	5
esBAF inh	1	·	-5	-1	11	3
Casp6 inh	-1	0	6	1	·	-2
RAD52 anneal inh	-50	-4	-21	-1	·	-10
ARNT TACC3 PPI	34	-4	4	6	-2	-2
ERp5 inh	-2	-1	5	5	·	2

[43] Cc1onc(C(=O)NCCc2ccccc2)c1[N+](=O)[O-]
[44] COc1cccc(CNC(=O)C[C@@H]2C=C[C@@H](NS(=O)(=O)c3ccccc3OC)[C@H](CO)O2)c1
[45] CCCC(=O)N1CCC2(CC1)CN(C(=O)Cc1ccccn1)[C@H](CO)c1[nH]c3cc(OC)ccc3c12
[46] CC(C)(C)c1csc(NC(=O)CSC2=NCCS2)n1
[47] CCOC(=O)C1=CCN(S(=O)(=O)c2ccc(F)cc2)C1c1cccc(C)c1 (centres undefined)
[48] N/C(=N\OC(=O)COc1ccc2ccccc2c1Br)c1cccnc1
screen / no.	43	44	45	46	47	48
RAD54 branch	-3	0	·	-4	-7	·
E-sel inducer	?	-0.3	-0.3	0.2	0.2	0.0
PglD inh	-1	-4	·	4	-1	·
esBAF inh	-12	-3	·	0	-5	·
Casp6 inh	2	0	1	1	-2	0
RAD52 anneal inh	-13	-1	-3	-7	-7	-15
ARNT TACC3 PPI	-8	-2	·	-2	·	·
ERp5 inh	-1	2	8	-2	2	-5

[49] Cc1cccc(C(=O)Nc2ccccc2SCC2CSc3nc4ccccc4c(=O)n32)c1 (centres undefined)
[50] COC(=O)C1=C(C)N(Cc2ccccc2C(F)(F)F)C(=NCc2cc(OC)c(OC)c(OC)c2)NC1c1ccc(Cl)cc1 (centres undefined)
[51] O=C(c1ccc2oc(CCCc3ccccc3)nc2c1)N1CCCCC1CO (centres undefined)
[52] Cc1cc(S(=O)(=O)NCCCN2CCOCC2)ccc1Br
[53] CCS(=O)(=O)N1CCN(c2ccc([N+](=O)[O-])c(N3CCOCC3)c2)CC1
[54] O=C(Cn1nnc(-c2ccccc2)n1)NCc1ccc2c(c1)OCO2
screen / no.	49	50	51	52	53	54
RAD54 branch	2	·	-1	-9	-4	-1
E-sel inducer	·	-0.4	·	1.0	·	·
PglD inh	1	·	-4	5	-15	2
esBAF inh	7	·	·	-2	-2	3
Casp6 inh	·	-2	2	-14	·	·
RAD52 anneal inh	·	-16	-12	-3	·	·
ARNT TACC3 PPI	-1	·	-6	-1	4	-2
ERp5 inh	·	0	2	-16	·	·

[55] CO[C@H]1CN(C)C(=O)c2ccc(NC(=O)c3cnccn3)cc2OC[C@@H](C)N(CC2CC2)C[C@@H]1C
[56] CNc1cccc(-c2cc(OC)ccc2OC)n1
[57] O=C(NC1CC2CCCC(C1)N2C(=S)Nc1ccccc1)C1CC1 (centres undefined)
[58] COC(=O)C1=C(C)NC(=O)C1(Nc1nccs1)C(F)(F)F (centres undefined)
[59] Cc1c(Cl)c([N+](=O)[O-])nn1CCCC(=O)NCCc1ccccc1
[60] CCOC(=O)N1CCC(N2Cc3cccc(C(=O)NCc4ccc(C)cc4)c3C2=O)CC1
[61] CCCNC(=O)C[C@@H]1CC[C@@H]2[C@@H](COc3ccc(NC(=O)Nc4ccccc4)cc3C(=O)N2C)O1
[62] Clc1ccc(Cc2nnc(-c3ccccc3Br)o2)cc1
[63] CNC(=O)NC(=O)C(C)OC(=O)c1ccc(Cl)c(S(=O)(=O)Nc2ccc(F)cc2)c1 (centres undefined)
screen / no.	55	56	57	58	59	60	61	62	63
RAD54 branch	·	-1	10	-15	-9	-13	7	0	3
E-sel inducer	-0.1	-0.6	0.1	·	0.3	·	0.0	0.0	-0.1
PglD inh	·	-1	3	-1	3	3	3	2	-3
esBAF inh	·	5	-1	-3	?	-1	-3	21	4
Casp6 inh	2	·	-3	·	-2	0	·	-3	0
RAD52 anneal inh	9	6	-7	·	-6	10	·	-13	4
ARNT TACC3 PPI	·	·	-4	-3	0	-4	0	-8	21
ERp5 inh	-4	-1	3	·	3	3	·	7	3
